Screening results: PubChem, several laboratories
PPARg SRC-1 ag = PPARgamma-driven SRC-1 recruitment agonism; P37231; PPARgamma-SRC-1 coactivator recruitment biochemical assay; activation, % at 8 µM; 200,000 compounds, 0.41% hits; AID 631; in the data active = activation above about 19%;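 also: 0% = DMSO and 100% = reference agonist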
Target sequence (P37231 whole entry, looked up): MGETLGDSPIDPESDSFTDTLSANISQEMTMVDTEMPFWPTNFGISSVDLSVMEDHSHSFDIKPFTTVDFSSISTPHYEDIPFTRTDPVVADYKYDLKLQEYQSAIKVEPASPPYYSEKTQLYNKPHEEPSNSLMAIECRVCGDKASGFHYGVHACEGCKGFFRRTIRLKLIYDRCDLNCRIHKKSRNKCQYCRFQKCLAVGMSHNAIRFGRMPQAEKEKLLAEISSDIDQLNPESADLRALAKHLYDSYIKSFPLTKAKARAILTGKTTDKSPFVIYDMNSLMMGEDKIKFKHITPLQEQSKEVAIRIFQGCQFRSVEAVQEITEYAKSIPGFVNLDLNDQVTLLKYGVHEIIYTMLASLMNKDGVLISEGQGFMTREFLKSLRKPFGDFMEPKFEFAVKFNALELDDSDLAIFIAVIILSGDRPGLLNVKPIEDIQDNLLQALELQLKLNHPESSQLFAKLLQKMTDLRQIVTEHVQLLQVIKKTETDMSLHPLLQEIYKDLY
PPARg SRC-2 ag = agonists of SRC-2 recruitment by human PPARgamma; PPARgamma LBD-SRC-2 recruitment, biochemical; 200,000 compounds, 0.34% hits; P37231; activation, % at 8 µM; in the data active = activation above about 22%;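 also: 0% = vehicle and 100% = reference agonist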
RAM inhibit = yeast RAM network inhibition; inhibition, % at 50 µM; 190,000 compounds, 1.8% hits; S. cerevisiae dse1pr::URA3 reporter, 5-FOA growth OD615, 2 d; analog-sensitive cbk1-as2 kinase mutant strain;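 active = inhibition above a set limit, 3 SD over mean compound inhibition, cut at about 8.4% in these data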;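 also: 0% = DMSO-only wells with no growth and 100% = 10 µM 1-NA-PP1 full growth; inhibition rescues growth on 5-FOA so higher OD means more RAM inhibition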
S1P3 antag = antagonists of human S1P3 receptor. 170,000 compounds, 0.27% hits. AID 485. Q99500. CHO S1P3 NFAT-BLA reporter, FRET fluorescence, antagonist mode. inhibition, % at 4.98 µM;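 active = inhibition above the plate cutoff, the mean inhibition of test wells on that plate plus 3 SD, cut at about 28% in these data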;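 also: cells challenged with S1P at its EC80 of 0.8 µM; blue over green emission ratio from cleaved BLA substrate after 4 h stimulation; 0% = S1P-stimulated wells and 100% = unstimulated DMSO-only wells; some compounds past the cut are filed as inactive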
Target sequence (Q99500 whole entry, looked up): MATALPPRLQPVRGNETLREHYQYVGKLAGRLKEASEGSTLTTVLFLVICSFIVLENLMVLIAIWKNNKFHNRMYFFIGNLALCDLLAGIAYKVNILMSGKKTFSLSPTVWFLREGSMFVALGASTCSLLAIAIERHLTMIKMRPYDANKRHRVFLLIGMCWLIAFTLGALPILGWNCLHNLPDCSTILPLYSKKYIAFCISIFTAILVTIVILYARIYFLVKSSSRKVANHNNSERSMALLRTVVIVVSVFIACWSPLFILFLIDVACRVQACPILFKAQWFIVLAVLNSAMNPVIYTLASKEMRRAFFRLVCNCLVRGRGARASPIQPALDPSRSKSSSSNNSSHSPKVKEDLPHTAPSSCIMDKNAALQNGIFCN
STAT3 act = increases IL-6 driven STAT3 reporter signal; AID 871; 190,000 compounds, 0.91% hits; U3A cells, IL-6 STAT3-luciferase reporter, luminescence; 100% = signal with IL-6 EC80 alone; activation (% of control), % at 5.6 µM;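 active = activation above the screen-wide mean of compound activation plus 3 SD, cut at about 130% in these data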;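 also: 0% = background luminescence of wells with medium and substrate only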
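Test system: STAT3-luciferase reporter U3A cells; Detection: reporter luminescence signal; Times: 1 h compound pre-exposure, 6 h IL-6 stimulation, 37 °C; Benchmarks: IL-6-only high control; Also added: IL-6 stimulus at 33 ng/mL final.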
STAT3 blocker = reduces IL-6 driven STAT3 reporter signal; U3A cells, IL-6 STAT3-luciferase reporter, luminescence; host cell line lacks STAT1; inhibition, % at 5.5 µM; 190,000 compounds, 0.89% hits; AID 862;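 active = inhibition above the mean inhibition across all screened compounds plus 3 SD, cut at about 44% in these data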;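 also: 0% = DMSO only wells and 100% = 100 µM nifuroxazide control wells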
SRC2 TRFRET art = counter-screen for PPARgamma SRC-2 recruitment agonists: TR-FRET artefact; stronger effect = higher value; TR-FRET ratio at 8 µM; 200,000 compounds, 0.4% hits; in the data active = TR-FRET ratio above about 2000; also: inactives centre near 1500
TLR4-MyD88 BLA = blocks binding of human TLR4 to MyD88; AID 861; HeLa CL3-4 TLR4/MyD88 BLA complementation, FRET ratio; 200,000 compounds, 0.18% hits; O00206+Q99836; inhibition, % at 8.4 µM; in the data active = inhibition above about 25%;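 also: 0% = vehicle and 100% = reference inhibitor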
STAT1 blocker = STAT1 signaling inhibition; NIH 3T3 STAT1-luciferase reporter, IFN-gamma, luminescence; inhibition, % at 5.5 µM; 200,000 compounds, 0.35% hits;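 active = inhibition above a set limit, the mean inhibition across all tested compounds plus 3 SD, cut at about 34% in these data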;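 also: 0% = IFN-gamma with DMSO and 100% = IFN-gamma with 300 µM nifuroxazide; values of inactives mirror those of a sister screen read the other way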
ROMK primary = human ROMK K+ channel modulation, primary screen | P48048 | Tet-inducible ROMK, thallium flux fluorescence; actives lie on both sides | B-score at 10 µM | 130,000 compounds, 2% hits;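 active = signal ratio slope over the read window, or its plate-corrected B-score, at least 3 SD from the plate mean, either direction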;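 also: B-score of the F/F0 ratio slope over 7 to 12 s after thallium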
PPARg SRC3 recr = PPARgamma-driven SRC-3 recruitment agonism; P37231; biochemical PPARgamma/SRC-3 coactivator recruitment assay; activation, % at 8 µM; 200,000 compounds, 0.26% hits; AID 731; in the data active = activation above about 23%;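 also: 0% = DMSO and 100% = reference agonist; some compounds past the cut are filed as inactive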
* hit, by the source's call; · = not tested or not shown; & = joins results of further samples. The list is partial (hit frequency here may not be typical).

Results follow in this order: PPARg SRC-1 ag	PPARg SRC-2 ag	RAM inhibit	S1P3 antag	STAT3 act	STAT3 blocker	SRC2 TRFRET art	TLR4-MyD88 BLA	STAT1 blocker	ROMK primary	PPARg SRC3 recr
- O=C(CSC1c2ccccc2-c2ccccc21)N/N=C/c1ccccc1O
  -1	0	2.8	·	99	1	1787	-1	8	0.7	-4
- CC(=NCCCn1ccnc1)c1c(O)n(C)c(=O)n(C)c1=O
  -5	1	-0.3	-14	102	1	1546	-4	-2	0.011	-2
- COc1cc(/C=C2\C(=O)NC(=O)N(c3ccccc3)C2=O)cc(OC)c1O
  4	6	-0.4	·	104	-5	1631	6	-7	-0.026	3
- COc1ccc(Cn2c(O)c(C=NCCCn3ccnc3)c(=O)[nH]c2=O)cc1
  4	-3	-0.8	·	105	-3	1596	-5	-5	0.4	9
- CCn1ccnc1CN1CCCC(C(=O)c2cccc(C(F)(F)F)c2)C1 (configuration not stated)
  6	14	-0.4	0	95	10	1656	-5	17	0.05	3
- CCCCN1C(=O)NC(=O)C2(Cc3cc(C)ccc3N(C)C2)C1=O (configuration not stated)
  3	0	1.0	-7	96	8	1528	-6	1	·	6
- Cc1ccccc1OP(N)(=O)Oc1ccccc1C
  0	2	1.4	1	98	2	1530	-1	-7	-2.8	0
- OCCN1C2CCC1CC(O)(c1ccc(F)cc1)C2 (configuration not stated)
  7	6	-0.2	·	103	4	1458	-11	1	-0.74	10
- COc1ccccc1-n1c(CNCC2CCCO2)nc2ccccc2c1=O (configuration not stated)
  4	-3	0.7	6	101	3	1597	-5	-6	0.62	4
- COc1ccc(-n2c(O)c(C(C)=NCCCn3ccnc3)c(=O)[nH]c2=O)cc1
  -1	1	-0.8	·	105	-3	1631	5	-4	·	-15
- Cc1cccn2c(=O)c3c(nc12)N1CCc2ccccc2C1C1(C3)C(=O)NC(=O)N(C)C1=O (configuration not stated)
  2	4	4.9	·	123	-27	1563	1	2	-1.2	-5
- COc1ccc(OC)c(NC2=NCCS2)c1
  -3	6	1.8	-25	102	2	1522	18	20	0.017	4
- COc1ccc(CC(=O)N2CCN(C)CC2)cc1
  8	11	1.3	·	103	0	1536	11	0	·	14
- COc1ccc(CCNCc2ccccn2)cc1OC
  -2	12	0.3	-5	97	4	1429	-18	7	·	-3
- O=C1NC(=O)C(=Cc2ccc(N3CCOCC3)cc2)C(=O)N1
  1	3	-0.1	-5	100	4	1697	12	1	0.51	6
- O=C(c1ccc2c(c1)OCO2)C1CCCN(Cc2ccccn2)C1 (configuration not stated)
  2	6	-0.1	-4	105	-4	1504	4	3	0.77	-1
- C=CCn1c(=O)c(C=Nc2cccnc2Cl)c(O)n(CCCC)c1=O
  -6	-2	2.0	-5	109	-12	1497	11	-4	0.18	0
- Cc1cccc(N2C(=O)/C(=C/N3CCN(C(=O)c4ccco4)CC3)C(=O)NC2=S)c1
  8	-2	0.5	·	105	-6	1430	-1	-5	-0.22	1
- O=C1/C(=C\c2cc3c(cc2Br)OCO3)N2CCC1CC2
  -1	-1	0.3	12	104	-7	1345	-11	6	-2	0
- CC(=NCCCN1CCOCC1)c1c(O)n(-c2ccccc2C)c(=O)[nH]c1=O
  -5	-5	2.9	9	95	9	1620	5	-3	0.75	-5
- Cc1cc(OC(=O)c2ccco2)c2c3c(c(=O)oc2c1)CCCC3
  0	-8	-0.3	·	66	39	1213	16	0	-2.2	-8
- O=C(C1CC(c2ccccc2O)=NO1)N1CCC2(CC1)OCCO2 (configuration not stated)
  -3	-3	1.2	·	105	0	1415	-2	-24	-0.44	-8
- O=C(Cn1nc(-c2ccccc2)ccc1=O)N1CCC2(CC1)OCCO2
  -3	2	0.9	-3	100	6	1502	5	2	0.029	-2
- CCOP(=O)(OCC)C(O)c1cccc([N+](=O)[O-])c1 (configuration not stated)
  1	4	0.3	-7	99	7	1607	0	3	0.35	-1
- CC(C)C[C@H]1C(=O)N2CCCC2[C@]2(O)O[C@](NC(=O)[C@@H]3C=C4c5cccc6[nH]cc(c56)CC4N(C)C3)(C(C)C)C(=O)N12 (some centres not stated)
  2	1	3.2	-14	99	3	1572	4	-5	·	-1
- O=c1[nH]c(=S)n(C2CC2)c(O)c1/C=N/Nc1cccc2ccccc12
  -2	-4	1.1	-18	132	-38	1462	15	16	·	-4
- C[C@]12CCC(=O)C[C@@H]1CC[C@@H]1[C@@H]2CC[C@@]2(C)[C@H]1CC[C@]2(C)O
  -2	2	·	-3	·	·	1372	·	·	·	2
- CCN1CCC2(CCNC2)C1 (configuration not stated)
  8	2	2.1	17	103	6	1702	-2	5	·	-10
- O=C(CCNS(=O)(=O)c1ccccc1)Nc1ccc(Cl)cc1C(=O)c1ccccc1
  -5	-3	2.1	-2	88	14	1519	3	-2	·	-5
- C=CCN1C(=O)/C(=C/c2cc(C)n(-c3cccnc3)c2C)C(=O)NC1=S
  1	-2	4.7	0	106	-4	1504	15	-1	-2.9*	3

A different layout for some results above:
O=C(C1CC(c2ccccc2O)=NO1)N1CCC2(CC1)OCCO2 (configuration not stated)
  PPARg SRC-1 ag = -3
  PPARg SRC-2 ag = -3
  RAM inhibit = 1.2
  S1P3 antag = ·
  STAT3 act = 105
  STAT3 blocker = 0
  SRC2 TRFRET art = 1415
  TLR4-MyD88 BLA = -2
  STAT1 blocker = -24
  ROMK primary = -0.44
  PPARg SRC3 recr = -8

O=C(Cn1nc(-c2ccccc2)ccc1=O)N1CCC2(CC1)OCCO2
  PPARg SRC-1 ag = -3
  PPARg SRC-2 ag = 2
  RAM inhibit = 0.9
  S1P3 antag = -3
  STAT3 act = 100
  STAT3 blocker = 6
  SRC2 TRFRET art = 1502
  TLR4-MyD88 BLA = 5
  STAT1 blocker = 2
  ROMK primary = 0.029
  PPARg SRC3 recr = -2

(cont.)
Results follow in this order: PPARg SRC-1 ag	PPARg SRC-2 ag	RAM inhibit	S1P3 antag	STAT3 act	STAT3 blocker	SRC2 TRFRET art	TLR4-MyD88 BLA	STAT1 blocker	ROMK primary	PPARg SRC3 recr
- O[C@@H]1CCCC[C@H]1N1CCC(c2ccccc2)CC1
  -7&2	-2&3	0.5	-32	101	5	1424&1669	-3	1	·	-6&1
- CCOC(=O)C1(CCc2ccccc2)CCN(C2CCSCC2)CC1
  3	-1	0.2	2	104	-1	1565	-3	5	-1.1	5
- CC(=NCCC(c1ccccc1)c1ccccc1)c1c(O)n(C)c(=O)n(C)c1=O
  -4	-4	5.1	-20	98	1	1489	-18	-3	·	2
- COc1ccc(CN2C(=O)NC(=O)/C(=C\c3cc(OC)c(OC)c(OC)c3)C2=O)cc1
  4	0	0.9	-4	102	-1	1435	-13	-5	0.46	-5
- CCOC(=O)C(NC(=O)C(Cc1ccc(N(CCCl)CCCl)cc1)NC(C)=O)C(C)C (configuration not stated)
  8	0	1.5	-17	108	-7	1845	-2	0	-0.043	2
- CSCCC(N=Cc1c(O)n(-c2ccc(Br)cc2)c(=O)[nH]c1=O)C(=O)OC(C)(C)C (configuration not stated)
  2	6	0.8	·	109	-5	1551	10	-7	·	3
- COC(=NC1CCCC1)C(O)c1c[nH]c2ccccc12 (configuration not stated)
  1	10	0.5	·	125	-27	1427	-14	6	·	11
- O=C(c1cccc(Cl)c1)C1CCCN(Cc2cccc3cnccc23)C1 (configuration not stated)
  3	-2	2.4	-10	89	18	1506	-19	15	·	5
- C=CCN1C(=O)/C(=C/c2ccc3c(c2)CCCN3CCC)C(=O)NC1=S
  -2	2	5.4	3	99	3	1655	-1	-6	-1.2	2
- Nc1ccccc1C(=O)OCCOc1ccccc1
  -2	1	-0.1	-10	57	58*	1483	-12	-10	·	-8
- Cc1cccc(-n2c(O)c(/C=N/Nc3nc4c(c(=O)n(C)c(=O)n4C)n3C)c(=O)[nH]c2=S)c1
  0	5	-0.5	0	90	14	1601	9	0	·	-1
- Cc1cccc(OP(=O)(Nc2cccnc2)Oc2cccc(C)c2)c1
  -7	1	-0.6	11	84	21	1381	4	-2	·	1
- NP(=O)(OCC(F)(F)F)Oc1ccccc1 (configuration not stated)
  2	-1	·	·	101	8	1543	-5	1	·	6
- Cc1cc(C=O)c(C)n1C1CC1
  6	3	1.2	-7	98	5	1529	-8	-3	0.057	3
- CCN(CC)C(=O)c1ccc(NC(=O)COc2ccccc2F)cc1
  6	3	0.5	-4	89	15	1670	-15	-12	-0.84	5
- O=C(O)CCn1cc(C=C2C(=O)NC(=O)NC2=O)c(-c2cc3ccccc3oc2=O)n1
  -1	9	-0.5	-19	106	-3	1842	-9	-6	-0.23	4
- C=CCN1C(=O)NC(=O)/C(=C/c2cccn2C)C1=O
  0	10	0.9	·	128	-21	1610	1	4	·	-8
- CC(C)(C)c1cc([N+](=O)[O-])cc(C(C)(C)C)c1O
  2	1	-0.6	0	52	60*	1577	11	59*	·	1
- Nc1ccccc1C(=O)c1ccccc1
  2	9	3.2	-17	104	0	1718	14	0	·	8
- O=C(C(Cc1ccccc1)NS(=O)(=O)c1cccc2nsnc12)N1CCC2(CC1)OCCO2 (configuration not stated)
  4	11	1.4	4	105	4	1599	-2	-1	·	2
- CN1CCC(N(C)c2ncnc3ccc(Br)cc23)CC1
  0	4	1.0	-14	107	-5	1289	0	-5	-0.36	5
- Cc1c(C(=O)N2CCC3(CC2)OCCO3)oc2ccc(S(=O)(=O)N3CCCCC3)cc12
  4	8	1.5	-12	87	22	1586	-8	-1	-0.87	5
- COCc1cc(C2SCC(=O)Nc3c2c(=O)[nH]n3C(C)C)ccc1OC (configuration not stated)
  -9	-2	0.4	-11	87	18	1605	1	4	·	-15
- C=CCn1c(O)c(C=Nc2ccc(OC)cc2C)c(=O)[nH]c1=O
  2	8	1.1	-2	93	10	1619	4	-11	0.72	4
